# High-throughput results: PubChem, several laboratories
# G6PDH counter = L. mesenteroides G6PDH inhibitors, counter-screen for G6PDH-coupled screening assays, biochemical, Leuconostoc mesenteroides enzyme; inhibition, % at 5 µM; 200,000 compounds, 0.12% hits; AID 1020, 2008; glucose-6-phosphate dehydrogenase [Leuconostoc mesenteroides]; Purified L. mesenteroides G6PDH, diaphorase/resazurin coupled fluorescence, 45 min; in the data active = inhibition above about 50%
# TNAP inh noacc = human TNAP enzyme inhibitors, primary screen, biochemical, luminescent, no phosphate acceptor, uHTS; Alkaline phosphatase, tissue-nonspecific isozyme (Homo sapiens), P05186; inhibition, % at 20 µM; purified TNAP, CDP-star luminescence, 30 min; 200,000 compounds, 0.26% hits;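 active = tissue-nonspecific alkaline phosphatase inhibition above about 50% at 20 µM in the single-dose screen, limit read from the data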;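 also: 0% = DMSO negative control and 100% = EDTA positive control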
# Target sequence (P05186 whole entry, looked up): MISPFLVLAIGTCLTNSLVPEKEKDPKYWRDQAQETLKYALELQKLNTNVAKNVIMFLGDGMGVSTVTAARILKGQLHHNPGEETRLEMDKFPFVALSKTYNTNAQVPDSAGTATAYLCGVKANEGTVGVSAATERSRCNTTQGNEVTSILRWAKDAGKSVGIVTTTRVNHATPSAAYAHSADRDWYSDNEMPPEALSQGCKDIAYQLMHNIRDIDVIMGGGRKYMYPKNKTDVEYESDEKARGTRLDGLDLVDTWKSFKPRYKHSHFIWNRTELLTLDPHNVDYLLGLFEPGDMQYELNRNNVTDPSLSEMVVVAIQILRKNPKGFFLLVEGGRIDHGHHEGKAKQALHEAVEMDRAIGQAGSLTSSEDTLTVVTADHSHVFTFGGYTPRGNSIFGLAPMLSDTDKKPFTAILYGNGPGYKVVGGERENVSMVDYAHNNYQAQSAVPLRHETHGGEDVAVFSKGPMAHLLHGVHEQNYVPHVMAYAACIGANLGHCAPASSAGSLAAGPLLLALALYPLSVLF
# Diaph inh CS = diaphorase inhibitors and chemical oxidizers, primary screen, counter-screen for diaphorase-coupled primary assays, biochemical, uHTS, resorufin fluorescence | diaphorase resazurin-to-resorufin fluorescence, NADH, 16 min; bacterial (C. kluyveri) enzyme, not human | 190,000 compounds, 0.69% hits | inhibition, % at 20 µM;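 active = primary screen inhibition at 20 µM above a set limit, cut at about 50% in these data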;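 also: plate controls were DMSO with full reaction for no effect and wells lacking NADH for full effect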
#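 Test system: diaphorase enzyme from Clostridium kluyveri; amount: diaphorase at 0.14 U/mL in enzyme working solution; detection: fluorescence of resorufin formed from resazurin, Ex 544/Em 590 nm; times: reaction incubation of 16 min at room temperature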
# FLuc stim CS = FLuc activators, initial screening, artefact control for FLuc-dependent activation tests, biochemical, ATPlite luminescence. Luciferin 4-monooxygenase (Photinus pyralis), P08659. ATPlite luciferase biochemical, 10 min; 0 = ATP-free wells, 1 = DMSO control. activation factor at 10 µM. 200,000 tested, under 10 active;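 active = luciferase activation factor, scaled between plate controls, of at least 2 with compound at 10 µM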
# Target sequence (P08659 whole entry, looked up): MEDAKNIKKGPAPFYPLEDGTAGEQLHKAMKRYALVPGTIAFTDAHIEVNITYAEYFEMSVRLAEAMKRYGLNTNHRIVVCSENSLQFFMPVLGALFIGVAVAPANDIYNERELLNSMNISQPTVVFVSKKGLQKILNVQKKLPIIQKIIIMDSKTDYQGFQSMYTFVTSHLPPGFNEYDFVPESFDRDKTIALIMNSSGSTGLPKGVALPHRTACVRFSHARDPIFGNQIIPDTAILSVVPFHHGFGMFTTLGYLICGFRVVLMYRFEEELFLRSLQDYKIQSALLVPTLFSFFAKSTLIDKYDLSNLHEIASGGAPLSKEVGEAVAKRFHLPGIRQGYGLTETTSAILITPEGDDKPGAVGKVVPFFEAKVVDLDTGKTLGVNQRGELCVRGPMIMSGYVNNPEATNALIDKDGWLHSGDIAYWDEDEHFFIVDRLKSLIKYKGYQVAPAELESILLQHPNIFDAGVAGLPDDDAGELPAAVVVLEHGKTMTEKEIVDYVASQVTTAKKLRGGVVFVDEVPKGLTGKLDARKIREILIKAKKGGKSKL
#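 Material: Luciferase/luciferin reagent mix; Doses: test compounds dosed from 2 mM stocks in 100% DMSO; Schedule: 10 min incubation after luciferase reagent addition, room temperature; Measured by: luminescence from luciferase reaction; Read-out: luminescence gain marking luciferase activators.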
# TNAP inh hi DEA = human TNAP enzyme inhibitors, primary screen, biochemical, luminescent, high phosphate acceptor level, uHTS | Alkaline phosphatase, tissue-nonspecific isozyme (Homo sapiens), P05186 | purified TNAP, CDP-star luminescence, 1 M DEA | inhibition, % at 20 µM | 200,000 compounds, 0.03% hits | AID 1135, 2008;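 active = over 50% inhibition of tissue-nonspecific alkaline phosphatase at 20 µM in the single-dose screen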;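 also: plate controls were DMSO wells for no effect and EDTA-quenched wells as full inhibition for full effect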
# PMI act satM6P = human PMI activators, high substrate, primary screen, biochemical, fluorescence intensity, near-saturating mannose 6-phosphate; Mannose-6-phosphate isomerase (Homo sapiens), P34949; coupled PMI enzyme assay, resazurin fluorescence, 20 min; hits give high values; 1 = untreated enzyme, 0 = substrate-free blank; AID 1216, 2008; 190,000 compounds, 0.34% hits; activation factor at 20 µM;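 active = activation factor of 2 or more at 20 µM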
#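 Test system: human phosphomannose isomerase with PGI, G6PDH, diaphorase coupling enzymes; amount: 15 ng/mL PMI; incubation: enzyme reaction with compound 20 min at room temperature; technique: resorufin fluorescence (Ex 544/Em 590 nm) from resazurin via diaphorase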
# Diaph act CS = compounds boosting diaphorase resazurin reduction – biochemical, uHTS, resorufin fluorescence, counter-screen for diaphorase-coupled primary assays, primary screen; Diaphorase/resazurin coupled assay, 16 min; hits give high values; 1 = vehicle wells, 0 = NADH-free wells; activation factor at 20 µM; 190,000 compounds, 0.005% hits; AID 1229, 2008;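 active = diaphorase activity raised at least twofold by the compound at 20 µM; inactive = activation factor below 2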
#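 Test system: Clostridium kluyveri diaphorase, purified enzyme. Buffer or medium: 50 mM HEPES pH 7.4 buffer plus MgCl2 and Tween 20. Also added: 0.114 mM NADH and 0.1 mM resazurin, final amounts. Dosing: compound 20 µM once, DMSO 1%. Schedule: 16 min enzyme reaction, ambient temperature. Detection: fluorescence of resorufin, 544 nm excitation, 590 nm emission.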
# PMI activator = activators of human PMI, primary screen, biochemical, fluorescence intensity, near-Km mannose 6-phosphate | purified human PMI, coupled resazurin fluorescence, 20 min; hits give high values; 1 = vehicle control, 0 substrate-free wells | activation factor at 20 µM | 190,000 compounds, 0.005% hits | AID 1214, 2008;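 active = activation factor of 2 or more at 20 µM, relative to plate controls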
# TNAP act hi DEA = TNAP activators at high phosphate acceptor level, primary screen, biochemical, luminescence, uHTS | Alkaline phosphatase, tissue-nonspecific isozyme (Homo sapiens), P05186 | purified TNAP, CDP-star luminescence, 1 M DEA, 30 min; hits give high values; 0 = EDTA background, 1 = DMSO-only activity | activation factor at 20 µM | 200,000 tested, under 10 active | AID 1136, 2008;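 active = activation factor at least 2 at 20 µM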
#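 Assay system: human TNAP; Input: enzyme diluted 1/800 final; Reagent: CDP-star luminogenic substrate at 100 µM final; Timing: 30 min, room temperature; Signal: luminescence; Evaluation: TNAP activation factor scaled between EDTA and DMSO control wells.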
# HMGR II inh = inhibitors of E. faecalis class II HMGR, primary screen, biochemical, Enterococcus faecalis; purified E. faecalis HMGR, NADPH absorbance 340 nm kinetic; inhibition, % at 10 µM; 190,000 compounds, 0.41% hits; HMG-CoA reductase (Enterococcus faecalis, mvaE); AID 1066, 2008;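 active = inhibition above a set limit, the median over all tested compounds plus 3 SD, cut at about 9.5% in these data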;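 also: enzyme runs in reverse so mevalonate oxidation gives rising NADPH absorbance; 0% = complete reaction with DMSO and 100% = background rate lacking mevalonate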
# Active calls of the source: *; nt = no result given.
SMILES,G6PDH counter,TNAP inh noacc,Diaph inh CS,FLuc stim CS,TNAP inh hi DEA,PMI act satM6P,Diaph act CS,PMI activator,TNAP act hi DEA,HMGR II inh
CCN(CC)CCCNC(=O)c1ccc2c(Cl)c3c(nc2c1)CCCC3,2,0,-2,1,1,1,1,1,1,2
COC(=O)c1sccc1NC(=O)Nc1cccc(Cl)c1Cl,1,-12,10,1.1,-6,0.9,0.9,1,1.1,0
COc1ccc(/C=C2\N=C(SC)N(C)C2=O)cc1,0,-12,13,0.6,-4,1,0.9,1,1,-5
COc1ccc(-c2[nH]ncc2C=O)cc1,11,70*,7,1.1,3,1.1,0.9,1,1,-2
Cc1cc(C(=O)CN2C(=O)C(=O)N(Cc3ccccc3)C2=O)c(C)n1-c1ccc2c(c1)OCCO2,12,-9,27,1.1,-6,0.7,0.7,0.8,1.1,-6
Cn1cc(Cl)c(C(=O)N/N=C/c2ccc(OS(=O)(=O)c3ccccc3)cc2)n1,1,-10,30,1,-3,0.9,0.7,0.8,1,-8
COc1cc2c(cc1OC)CN(S(=O)(=O)c1ccc3c(c1)OCCO3)CC2,6,-11,32,1.1,-4,0.8,0.7,0.9,1,4
Cc1cccc(NC(=O)C2(c3ccccc3)CCOCC2)c1,4,-9,0,1,-5,1.1,1,1,1.1,-1
Cn1nc(CC(=O)NCCN2C(=O)CSC2=O)c2ccccc2c1=O,2,-5,-3,1,-2,1.1,1,1.1,1,-5
COc1cc(C2/C(=C(\O)c3ccc4c(c3)CC(C)O4)C(=O)C(=O)N2CCCn2ccnc2)ccc1O (configuration not stated),3,-4,18,1.1,-3,0.5,0.8,0.6,1,-5
CCC1(CC)Cc2ccccc2C(N)=C1C#N,4,-2,22,1,2,0.9,0.8,0.9,1,-8
CC1(C)CC(=O)/C(=C(\O)Cc2ccccc2)C(=NCCCCCC(=O)O)C1,-5,-1,20,1.1,3,0.9,0.8,0.8,1,-2
O=C(CSc1nc2[nH]ncc2c(=O)n1-c1ccccc1Br)NCc1ccco1,16,-13,16,1,-2,1.2,0.8,1,1,2
COc1cc(SC)ccc1C(=O)NCCOc1ccccc1Cl,3,-3,18,1,0,0.9,0.8,0.9,1,nt
Cc1ccc(NC(=O)NNC(=O)Cn2nc(-c3ccccc3)c(-c3ccccc3)c(C#N)c2=O)cc1,-3,-4,18,1,1,0.9,0.8,0.8,1,4
CCOC(=O)Cc1csc(NC(=O)c2cc(=O)c3ccccc3o2)n1,-1,-3,4,0.8,2,1.1,1,1.1,1,2
COc1ccc(NC(=O)Cn2cnc3sc(C)c(S(=O)(=O)N4CCN(C)CC4)c3c2=O)cc1OC,1,-11,2,1,-3,1,1,1,1,0
CCOC(=O)c1nnc(-c2ccccc2)o1,-4,-11,8,1,-2,1,0.9,1,1,4
COc1ccc(-c2nnn(CC(=O)N(CCN3CCOCC3)C(C(=O)NC3CCCCC3)c3ccco3)n2)cc1 (configuration not stated),7,-15,9,1,-6,1,0.9,1,1.1,1
CC(C)CNC(=O)CC1Nc2ccccc2NC1=O (configuration not stated),6,-16,-3,1.1,-4,1.3,1,1.5,1,3

# Three structures out of the list, ordered by number of heavy atoms, lowest first.
SMILES,G6PDH counter,TNAP inh noacc,Diaph inh CS,FLuc stim CS,TNAP inh hi DEA,PMI act satM6P,Diaph act CS,PMI activator,TNAP act hi DEA,HMGR II inh
CC(C)CNC(=O)CC1Nc2ccccc2NC1=O (configuration not stated),6,-16,-3,1.1,-4,1.3,1,1.5,1,3
Cn1nc(CC(=O)NCCN2C(=O)CSC2=O)c2ccccc2c1=O,2,-5,-3,1,-2,1.1,1,1.1,1,-5
COc1cc2c(cc1OC)CN(S(=O)(=O)c1ccc3c(c1)OCCO3)CC2,6,-11,32,1.1,-4,0.8,0.7,0.9,1,4

# Other structures:
SMILES,G6PDH counter,TNAP inh noacc,Diaph inh CS,FLuc stim CS,TNAP inh hi DEA,PMI act satM6P,Diaph act CS,PMI activator,TNAP act hi DEA,HMGR II inh
CC(C)C(=O)Nc1ccc(C(=O)N/N=C/c2cc(Br)cc(Br)c2O)cc1,8,-14,-24,1,-2,1.2,1.2,1.2,1,-4
Cc1ccccc1CN1CCCNC1=O,2,-10,17,1,-1,0.9,0.8,0.9,1,-2
Cc1cc(NC(=O)Nc2cccc3ccccc23)no1,4,-7,9,1,-3,0.9,0.9,0.9,1,-5
CN(CC(=O)Nc1ccccc1Sc1ccccc1)C1CCCCC1,17,-9,3,1,-6,1,1,1,1.1,2
CC1CCN(c2[nH]c(=S)c(C#N)c3c2CCCC3)CC1,35,-5,24,1,-2,1.7,0.8,1.3,1,-5
O=C(COC(=O)c1c[nH]c(=O)[nH]c1=O)NCc1ccccc1,-6,-12,16,1.1,-6,1,0.8,1,1.1,1
CC(=O)C1=C(O)C(=O)N(CCCO)C1c1ccccc1 (configuration not stated),10,-6,4,1,-3,1.1,1,1,1,-5
O=C(CNC(=O)c1ccccc1)NCCc1nc2ccccc2[nH]1,-7,-7,9,1,-2,1,0.9,1,1,1
O=C(CSc1nc2ncccc2[nH]1)c1cccc([N+](=O)[O-])c1,9,47,10,0.9,3,1,0.9,0.9,1,-7
CCCC(=O)Nc1ccc2nc(SCC(=O)N3CCCC3)sc2c1,0,-10,19,1,-6,0.9,0.8,1,1.1,-1
Cc1ccc(C(=O)N2CCOCC2)cc1Cl,26,0,4,1.1,0,1.1,1,1,1,-2
CCOC(=O)C1(Cc2cccc(OC)c2)CCCN(Cc2cc(C(C)C)n[nH]2)C1 (configuration not stated),10,-5,-18,1,-8,1,1.2,1,1.1,-1
Cc1cnc(C(=O)N2CCCC(C(=O)c3ccc(C(C)(C)C)cc3)C2)cn1 (configuration not stated),-2,-4,4,1,-2,0.9,1,0.9,1,-2
CCn1c(CNC(=O)c2ccccc2)nnc1SCC(=O)N1CCN(c2ccccc2)CC1,0,3,-4,1,10,1.1,1,1.1,0.9,-5
C=CCOc1cccc(C2/C(=C(/O)c3ccc(Cl)cc3)C(=O)C(=O)N2CCN2CCOCC2)c1 (configuration not stated),0,-4,25,1,0,1.2,0.7,1.1,1,-2
CCC(C)N(NC(C)=O)c1nc(Cl)nc(NC(C)(C)C)n1 (configuration not stated),-5,-2,4,1,3,1,1,1,1,-9
O=CN1CCN(C2CC(=O)N(c3ccc4c(c3)OCO4)C2=O)CC1 (configuration not stated),8,-8,9,1,0,0.9,0.9,0.9,1,-8
CC(C)(C)NS(=O)(=O)c1cccc(S(=O)(=O)c2cccc(S(=O)(=O)NC(C)(C)C)c2)c1,2,-8,8,1.1,2,1,0.9,1,1,-9
O=C(NCCc1ccccc1)c1ccc(NC2=NC3CS(=O)(=O)CC3S2)cc1 (configuration not stated),4,-8,1,1,-4,1,1,1,1,-4
CCCN1C(=O)/C(=C/c2ccc(C)s2)SC1=Nc1ccc(OC)cc1,-2,-12,20,1.1,-6,0.9,0.8,0.9,1.1,2
Cc1ccc2c(nc3s/c(=C/c4cccs4)c(=O)n32)c1C,4,-11,5,0.7,-4,1.1,0.9,1.1,1,nt
O=C(Cc1ncc(C(F)(F)F)cc1Cl)N1CCN(c2ccc(F)cc2)CC1,-10,-13,6,1,-3,1,0.9,1,1,0
Cc1ccc(C(C[N+](=O)[O-])c2c(C)cc3ccccn23)cc1 (configuration not stated),-6,-5,14,1,0,1,0.9,1.2,1,2
Cn1nccc1C(=O)OCC(=O)Nc1nc(-c2ccccc2)cs1,1,4,24,1,-3,1,0.8,1,1,0
Nc1cc(-c2ccccc2)nn1Cc1ccccc1,5,-9,26,1,2,0.9,0.7,0.9,1,-1
C=CCN(CC=C)Cc1c(C)[nH]c2c(C)c(C)ccc2c1=O,10,-10,-12,1,-8,1.1,1.1,1,1.1,-1
CCn1c(=O)c(C(=O)NCCN2CCCCC2)c(O)c2ccccc21,6,4,-15,1.1,-4,0.9,1.1,1,1,1
CC(C)NCCCOc1ccc(C(C)(C)c2ccccc2)cc1,-4,-11,13,1,-2,1,0.9,1,1,0
CC1CCN(c2nc(Cl)nc(Nc3ccc([N+](=O)[O-])cc3)n2)CC1,3,1,20,1.1,0,0.9,0.8,0.9,1,-6
CCc1ccc(OCC(=O)Nc2cccc3c2CCCC3)cc1,-15,-56,14,1.1,-2,0.9,0.9,0.9,1,-3
CC(NC(=O)c1ccc(Br)s1)c1ccncc1 (configuration not stated),7,-4,20,1,0,0.9,0.8,0.9,1,-3
Cc1cccc(NC(=O)Cn2c(O)c(N=NC(=O)c3ccncc3)c3ccccc32)c1,1,1,-9,1,9,0.9,1.1,0.9,0.9,2
COc1ccccc1NC(=O)c1ccccc1C(=O)O,0,-7,nt,1,-2,nt,nt,nt,1,5
COc1ccc(CC(=O)OCCN(C)C)cc1,5,-14,-1,1,-1,1,1,1,1,0
COc1ccc(CCNC(=S)Nc2cc(C)ccc2C)cc1,12,-6,5,1,0,1,0.9,0.9,1,-5
CCOC(=O)N1CCN(C(=O)CCNS(=O)(=O)c2cc(Br)cnc2N)CC1,1,-12,8,1.1,-5,1,0.9,1,1.1,0
COc1ccccc1NC(=O)CN1CCN(CC(=O)Nc2ccc3c(c2)OCO3)CC1,11,2,-5,1,-7,1.1,1,1,1.1,-3
CCOc1ccc(NC(=O)c2cn(CC(C)C)c(=O)c3c2c2ccccc2n3C)cc1,1,-14,10,1,-3,0.8,0.9,0.8,1,-9
